Mcl1-Bid inh = Mcl-1/Bid interaction inhibition. Q07820. TR-FRET Mcl-1/Bid-Dy647 peptide binding, 1536-well. inhibition, % at 21.7 µM. 220,000 tested, 0.97% active. AID 1021;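 active = compounds that cut the binding signal by more than half at the single screening dose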;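 also: His-tagged Mcl-1 with europium anti-His antibody binding Bid BH3 peptide; 0% = Mcl-1 plus peptide wells and 100% = peptide-only wells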
Target sequence (Q07820 whole entry, looked up): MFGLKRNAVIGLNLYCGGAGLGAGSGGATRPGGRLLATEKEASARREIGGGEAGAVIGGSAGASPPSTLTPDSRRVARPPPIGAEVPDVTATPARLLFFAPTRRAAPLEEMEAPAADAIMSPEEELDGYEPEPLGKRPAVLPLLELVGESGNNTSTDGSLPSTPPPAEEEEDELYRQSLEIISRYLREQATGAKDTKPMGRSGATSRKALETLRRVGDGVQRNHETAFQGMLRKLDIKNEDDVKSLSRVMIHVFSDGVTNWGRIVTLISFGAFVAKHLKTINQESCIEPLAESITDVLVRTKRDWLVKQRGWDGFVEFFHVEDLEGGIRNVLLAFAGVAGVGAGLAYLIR
Bcl-B Bim block = human Bim-Bcl-B interaction inhibition; Q9HD36; bead-based flow cytometry, Bim peptide-Bcl-B binding; inhibition, % at 10 µM; 190,000 tested, 0.073% active; AID 951;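 also: 0% = tracer peptide without compound and 100% = reference inhibitor peptide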
Bim-Bfl-1 = human Bim-Bfl-1 interaction inhibition. Bead-based flow cytometry, Bim-Bfl-1 binding inhibition. 190,000 tested, 0.12% active. AID 1008. Q16548. inhibition, % at 10 µM;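 also: 0% = wells without compound plus tracer and 100% = blocker peptide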
GSH fluor = compound fluoresces at 488/530 nm on GSH beads | GSH beads flow cytometry, compound fluorescence 488/530 nm; active compounds read high | 190,000 tested, 0.25% active | fluorescence (KMESF) at 10 µM; in the data active = fluorescence above about 89;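 also: glutathione beads carrying GST-tagged Bcl family fusion proteins plus one bare bead set; values are compound well signal with DMSO vehicle wells as background; inactives centre near 16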
Bim-Bcl-2 = disrupts Bim peptide binding to human Bcl-2 | P10415 | Bead-based flow cytometry, Bim peptide-Bcl-2 binding | inhibition, % at 10 µM | 190,000 tested, 0.06% active; in the data active = inhibition above about 40%; inconclusive = no clear call, values can overlap the other calls;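 also: 0% = no compound wells with probe peptide and 100% = reference peptide inhibitor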
Target sequence (P10415 whole entry, looked up): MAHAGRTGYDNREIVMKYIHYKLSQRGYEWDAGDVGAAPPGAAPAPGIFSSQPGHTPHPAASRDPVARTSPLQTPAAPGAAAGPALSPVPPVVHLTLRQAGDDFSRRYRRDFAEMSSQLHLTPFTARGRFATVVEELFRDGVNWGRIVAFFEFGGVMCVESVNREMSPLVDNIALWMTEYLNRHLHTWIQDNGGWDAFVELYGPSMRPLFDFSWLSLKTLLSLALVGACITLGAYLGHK
RGS4-Gao reg = human RGS4-Galphao interaction regulation; P09471; AID 1415; 220,000 tested, 0.33% active; binding response (% of control), % at 10 µM; Multiplexed bead flow cytometry, RGS4-Galphao binding; actives lie on both sides; in the data active = binding response below about 49% or above about 150%; inactive = in between;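 also: fluorescent Galphao activated with aluminum fluoride binding bead-coupled RGS4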
Target sequence (P09471 whole entry, looked up): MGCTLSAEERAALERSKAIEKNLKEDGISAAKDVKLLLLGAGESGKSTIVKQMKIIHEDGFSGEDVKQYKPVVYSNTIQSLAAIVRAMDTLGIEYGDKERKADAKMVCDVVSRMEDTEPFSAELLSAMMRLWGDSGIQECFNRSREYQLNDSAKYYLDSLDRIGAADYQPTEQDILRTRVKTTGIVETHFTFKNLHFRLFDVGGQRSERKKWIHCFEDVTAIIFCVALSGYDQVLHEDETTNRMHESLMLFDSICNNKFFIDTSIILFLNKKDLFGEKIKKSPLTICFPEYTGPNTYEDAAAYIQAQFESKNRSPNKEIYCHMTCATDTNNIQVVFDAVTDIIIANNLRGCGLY
Bcl-W Bim block = inhibitors of Bim-Bcl-W interaction, human; Q92843; bead-based flow cytometry, Bim peptide-Bcl-W binding; inhibition, % at 10 µM; 190,000 tested, 0.02% active; AID 952;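 also: 0% = bound tracer without compound and 100% = peptide blocker; higher means less fluorescent Bim peptide bound to Bcl-W beads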
RGS8-Gao = regulators of human RGS8-Galphao interaction | P09471 | multiplexed bead flow cytometry, RGS8-Galphao binding; actives lie on both sides | response (percent of control binding), % at 10 µM | 220,000 tested, 0.34% active | AID 1423; in the data active = response below about 60% or above about 140%; inactive = in between;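 also: Galphao activated as the GDP aluminium fluoride complex binding bead-coupled RGS8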
RGS7-Gao = regulators of human RGS7-Galphao interaction. binding response (% of control), % at 10 µM. P09471. Multiplexed bead flow cytometry, RGS7-Galphao binding; actives lie on both sides. 220,000 tested, 0.35% active; in the data active = binding response below about 49% or above about 150%; inconclusive = no clear call, values can overlap the other calls; inactive = in between;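 also: fluorescent Galphao held in activated GDP-AlF4 state binding bead-coupled RGS7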
Bcl-XL Bim block = disrupts Bim peptide binding to human Bcl-XL | inhibition, % at 10 µM | AID 1007 | 190,000 tested, 0.04% active | Q07817 | bead flow cytometry, fluorescence
Bim-Mcl-1 = human Bim-Mcl-1 interaction inhibition. Q07820. Bead-based flow cytometry, Bim peptide-Mcl-1 binding. inhibition, % at 10 µM. 190,000 tested, 0.1% active. AID 1009;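 also: 0% = no compound tracer wells and 100% = peptide blocker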
* marks the source's active call; other numbers are inactive results; ? = inconclusive. Rule as the data show it, unless noted: active = inhibition above about 40%.

Values run as follows: Mcl1-Bid inh	Bcl-B Bim block	Bim-Bfl-1	GSH fluor	Bim-Bcl-2	RGS4-Gao reg	Bcl-W Bim block	RGS8-Gao	RGS7-Gao	Bcl-XL Bim block	Bim-Mcl-1
COc1ccc(S(=O)(=O)Nc2ccc(NC(C)=O)cc2)cc1[N+](=O)[O-]
    -5	-1	-5	13	0	100	0	96	98	0	0
COCCCNC(=O)c1cc2c(=O)n3cc(C)ccc3nc2nc1NCC1CCCO1 (configuration not stated)
    66*	-16	-16	21	-9	98	-8	98	97	-12	-10
Cc1ncc(C[n+]2csc(CCOC(=O)C34CC5CC(CC(C5)C3)C4)c2C)c(N)n1
    -5	-2	-1	13	2	100	-2	102	100	0	-1
Cc1noc(C)c1CSCC(=O)OCc1nc2ccccc2c(=O)n1CC#N
    -27	0	-1	22	3	84	-5	89	91	-3	-2
O=C(c1ccccc1)c1ccc2nc(-c3ccc(NC(=O)c4ccccc4Br)cc3)[nH]c2c1
    -3	-3	-6	10	-2	98	-2	102	97	-3	-2
Cc1cccc(CSC2=NCCN2C(=O)C2CC2)c1
    -37	-2	0	3	-6	97	-1	103	92	-1	-3
CCN(CC)S(=O)(=O)c1ccc(NC(=O)CSc2nnc(-c3cccc(OC)c3)n2C)cc1
    8	0	5	32	4	99	4	98	97	0	3
COc1ccc(NS(=O)(=O)c2cc(NC(=O)c3cnc(C)cn3)ccc2N2CCCCC2)cc1
    -9	-11	-15	11	-11	101	-6	102	103	-6	-7
Nc1nc(-c2cccs2)c(CC(=O)O)s1
    -48	-11	-7	8	-1	102	-3	107	101	-1	-1
CC(C)C(=O)Nc1ncc(C(F)(F)F)cc1Cl
    -19	-10	-6	12	-7	101	0	99	109	-5	0
O=C(NCC1CCCO1)c1cc2ccccc2nc1Cl (configuration not stated)
    -23	-4	-4	13	-1	96	0	95	?	-1	-1
CCN(CC)S(=O)(=O)c1ccc(N/N=C/c2ccc(OC)c(OC)c2OC)nc1
    -23	-3	1	5	1	104	1	103	101	-2	-1
COc1cccc(C2(O)CCN(C(=O)C3CCC3)CC2)c1
    -15	-2	-2	5	-4	111	-3	107	112	-10	-3
CCOC(=O)C1=C(C)NC2=C(C(=O)CC(C)(C)C2)C1c1ccsc1 (configuration not stated)
    -25	-7	-16	31	-11	103	-3	101	105	-4	-5
O=C(Nc1ccccc1)Nc1ccncc1
    -21	-6	-12	63	-6	101	-2	102	105	-4	-2
NC(=O)C1CCN(c2ncc(C(F)(F)F)cc2Cl)CC1
    -41	-6	-8	11	-1	94	0	95	?	-1	-2
COc1cccc2cc(C(=O)N(C)C3CCN(C)CC3)c(=O)oc12
    -8	0	0	5	0	99	-1	92	96	-3	0
CCCN1C2=NCCN2c2cc(C)c(C)cc21
    -16	-1	0	8	-1	100	-1	100	95	-1	-5
CC1(C)CC(=O)c2sc(NC(=O)Cc3cccs3)nc2C1
    4	-8	0	15	1	96	-5	94	98	-6	-6
Cc1ccc(OC(=S)Nc2ccc(O)cc2)cc1
    -37	-43	0	21	6	99	-11	106	105	-10	-6
COc1ccc(CN(CCC(c2ccccc2)c2ccc(OC(C)C)cc2)C(=O)CCl)cc1OC (configuration not stated)
    2	-10	-13	14	-5	102	-6	99	100	-8	-3
CN(Cc1nc(-c2cnccn2)no1)Cc1n[nH]c2c1CCCC2
    -3	1	-1	17	-3	97	1	77	96	0	-1
CCC(=O)Nn1c(C)nnc1C
    -33	-7	-10	60	-2	102	6	103	100	0	0
Cc1cc(C)cc(NC(=O)CSc2nnc(CNC(=O)c3cccs3)o2)c1
    1	0	0	17	-3	100	-1	101	103	0	-3
O=C(Nc1cccc(C(F)(F)F)c1)c1cccnc1N1CCN(CCO)CC1
    -10	0	-4	53	-1	98	-1	100	97	-3	0
CCOC(=O)C1=C(N)Oc2c(oc(CO)cc2=O)C1c1ccccc1 (configuration not stated)
    1	-5	-3	19	-5	99	0	98	106	-3	17
O=S(=O)(c1cccs1)N1CCCc2ccccc21
    -15	-1	-1	16	-3	102	-1	104	102	-3	-4
CC(C)(C)[C@H]1C=C(C(N)=O)O[C@@H](OCc2ccc(CO)cc2)C1
    -2	-2	-6	18	0	100	-1	98	98	-3	-1
O=C(c1ccc(Cl)cc1[N+](=O)[O-])N1CCOCC1
    -20	-1	0	17	3	102	-3	101	107	0	3
CCC1Sc2ccccc2N(CC(=O)NCCC(C)C)C1=O (configuration not stated)
    2	-8	-14	26	-8	99	-3	100	101	-4	-3

A second format for part of the listing above:
CC(C)C(=O)Nc1ncc(C(F)(F)F)cc1Cl
  Mcl1-Bid inh: -19
  Bcl-B Bim block: -10
  Bim-Bfl-1: -6
  GSH fluor: 12
  Bim-Bcl-2: -7
  RGS4-Gao reg: 101
  Bcl-W Bim block: 0
  RGS8-Gao: 99
  RGS7-Gao: 109
  Bcl-XL Bim block: -5
  Bim-Mcl-1: 0
O=C(NCC1CCCO1)c1cc2ccccc2nc1Cl (configuration not stated)
  Mcl1-Bid inh: -23
  Bcl-B Bim block: -4
  Bim-Bfl-1: -4
  GSH fluor: 13
  Bim-Bcl-2: -1
  RGS4-Gao reg: 96
  Bcl-W Bim block: 0
  RGS8-Gao: 95
  RGS7-Gao: ?
  Bcl-XL Bim block: -1
  Bim-Mcl-1: -1

Next part:
Values run as follows: Mcl1-Bid inh	Bcl-B Bim block	Bim-Bfl-1	GSH fluor	Bim-Bcl-2	RGS4-Gao reg	Bcl-W Bim block	RGS8-Gao	RGS7-Gao	Bcl-XL Bim block	Bim-Mcl-1
CCOC(=O)c1c(NC(=O)CC2Nc3ccccc3NC2=O)sc(C)c1C (configuration not stated)
    -54	-5	-4	10	-3	97	-3	98	97	-4	-3
c1ccc(N2CCN(c3ccccc3)C2c2cccnc2)cc1
    -13	-9	-19	25	-9	102	-5	99	101	-9	-4
Cn1c(SCC(=O)c2ccc3c(c2)OCO3)nnc1C1COc2ccccc2O1 (configuration not stated)
    -5	-14	-13	12	-10	97	-4	100	98	-7	-5
CC(=O)N1N=C(c2cccs2)CC1c1ccco1 (configuration not stated)
    -16	-1	-5	11	-5	102	-1	103	103	-3	-1
OCCCNCc1cccc2ccccc12
    -2	-5	-5	39	-3	103	-4	103	100	-7	-1
O=C(CNS(=O)(=O)c1ccccc1)N/N=C\c1ccc(Cl)cc1
    10	0	4	12	-1	99	1	99	102	-1	2
Cc1cccc(CSc2nc3c(c(-c4cccs4)c2C#N)CN(C)CC3)c1
    -9	-13	-6	17	-4	71	-1	108	62	-5	0
CCOC(=O)C1=C(Cn2cnc3ccccc32)NC(=O)NC1c1cc(C)ccc1C (configuration not stated)
    -10	0	0	14	-2	95	0	98	96	-1	-1
Cn1c(=O)oc2cc(S(=O)(=O)NCCC(=O)N3CCc4ccccc43)ccc21
    5	-5	-11	15	-6	90	0	96	98	0	0
CCOc1cc(/C=N/NC(=O)c2cccs2)ccc1OC(=O)N1CCOCC1
    -26	1	-1	23	0	104	-1	102	100	-3	1
CCn1c2c(c3cc(OCC(C)C)ccc31)CCCC2=O
    -18	-1	1	15	1	98	0	99	101	0	-1
CCN1CCN(c2nn3c(=O)c4ccccc4nc3c3ccccc23)CC1
    4	5	1	16	0	104	0	103	102	2	1
Cc1cc(Br)c(OCc2ccc(C(=O)N/N=C3\CC(=O)CC(C)(C)C3)cc2)c(Br)c1
    -12	-4	-19	9	-3	102	-3	101	101	-2	-2
COCCSc1ccccc1C(=O)Nc1cc(C)ccn1
    -13	-4	-4	9	-3	95	0	85	98	-5	-2
COc1ccc(NC(=O)N2CCCC(CNS(=O)(=O)c3cccs3)C2)c(C)c1 (configuration not stated)
    -55	-4	-5	26	-3	107	0	110	110	0	-2
CCOc1ccc(-c2nnc(-c3cccs3)o2)cc1
    -24	-1	-5	20	2	90	0	88	93	-2	-2
Cc1ccc(-c2nc(NCc3cccnc3)c3ccccc3n2)cc1
    6	-3	-17	13	-6	104	0	100	99	-3	0
Nc1nnc(SCC(=O)N2CCN(Cc3ccccc3)CC2)s1
    14	-6	-5	47	-9	107	2	104	113	-6	-1
NS(=O)(=O)c1ccc(CCNC(=O)CCCC2=NS(=O)(=O)c3ccccc3N2)cc1
    -19	0	0	18	0	101	0	100	100	-1	0
O=C(NCc1cccnc1)C1CC(=O)N(c2ccc(F)cc2)C1 (configuration not stated)
    -12	0	-2	18	-2	95	2	95	95	-1	-4
Cc1ccc(C(=O)N/C(=C\c2cccnc2)c2nc3ccccc3[nH]2)cc1
    -12	-4	0	12	-3	101	-1	102	94	-7	-4
Cc1ccc(N/N=C/c2c(O)cc(C)oc2=O)cc1
    -32	-2	0	14	-2	99	0	99	99	-2	-2
Fc1ccc(-c2nn3c(C4COc5ccccc5O4)nnc3s2)cc1 (configuration not stated)
    3	-7	8	12	3	92	1	95	108	0	-2
COc1ccc(CC(=O)N2CCOCC2)cc1
    -5	-46	-30	47	-34	100	-34	105	103	-31	-40
O=C(NC1=NCCS1)C1CC2CCC1C2 (configuration not stated)
    5	-9	-16	8	-13	106	-1	108	105	-5	0
CC1CCCN(C(=O)CSCC(=O)Nc2nc(-c3cccs3)cs2)C1 (configuration not stated)
    -18	-4	-9	26	-6	101	0	99	103	-2	0
Cc1ccc(S(=O)(=O)N2CCOCC2)cc1NC(=O)COC(=O)CSc1ccc(Br)cc1C
    -14	-10	-4	40	-6	105	6	103	106	0	-14
Cc1ncc([N+](=O)[O-])n1CC(=O)NC1CCCCC1
    -5	-5	0	9	-1	103	-3	93	96	-6	-8
Cc1cnc(C)c(N2CCC(C(=O)NC(C)c3cccs3)CC2)n1 (configuration not stated)
    -19	-5	-14	34	-7	96	-3	95	94	8	0
CCc1c(O)nc(SCC(=O)Nc2ccccc2)n(-c2ccccc2)c1=O
    0	-8	-6	41	-3	106	-4	104	105	-6	0

Later entries:
Values run as follows: Mcl1-Bid inh	Bcl-B Bim block	Bim-Bfl-1	GSH fluor	Bim-Bcl-2	RGS4-Gao reg	Bcl-W Bim block	RGS8-Gao	RGS7-Gao	Bcl-XL Bim block	Bim-Mcl-1
CCOc1ccccc1NC(=O)c1cc(C(=O)c2cc(Br)ccc2O)coc1=N
    -25	0	-1	63	-1	79	-1	99	83	-3	-1
CC(C)(C)N(Cc1cc2ccccc2[nH]c1=O)C(=O)C1CCCCC1
    11	-7	0	25	-2	81	0	87	98	-5	-3
CCn1c2ccccc2c2cc(NC(=O)COC(=O)c3ccccc3F)ccc21
    -17	-9	0	17	0	98	-8	99	101	-11	-22
CCCN(CCC)C(=O)c1c(NC(=O)CC)sc2c1CCCCC2
    -6	-44	-30	43	-35	102	-34	105	103	-28	-40
C=CCn1c(SCC(=O)OCC)nc2cc(C(=O)NCc3ccco3)ccc2c1=O
    -9	-5	-12	5	-7	104	7	104	100	-1	0
O=C(Nc1ccc(-c2nc3cc(NC(=O)c4cccs4)ccc3o2)cc1)c1cccs1
    12	-1	0	16	-1	98	0	99	101	1	1
COc1ccc(NC(=O)CCc2nc(-c3ccc(C)cc3)no2)cc1Cl
    -12	-12	-18	23	-13	97	0	98	97	-6	-3
CCn1c(=O)c2cc(C(=O)N3CCN(C(=O)c4ccco4)CC3)sc2c2ccccc21
    5	0	4	16	0	124	-2	115	118	-1	-3
C=CCNC(=O)CSc1nnc(-c2ccccc2Cl)n1-c1c(C)n(C)n(-c2ccccc2)c1=O
    -1	-4	-11	4	-1	95	2	100	97	0	3
Cc1ccc(CNC(=O)CCNS(=O)(=O)c2ccc(Br)s2)cc1
    -14	-1	-2	70	0	99	-2	101	100	-4	-1
CCOC(=O)N1CCC(NC(=O)c2ccc3c(c2)ncn3C2CCCC2)CC1
    -3	-9	-10	31	-7	99	-1	103	102	-1	0

High-throughput results from PubChem BioAssay.
